High-throughput results: PubChem, several laboratories
PostGolgi ctrl – growth of the yeast control strain, post-Golgi counter-screen | AID 738 | efflux-deficient yeast background strain, growth absorbance A615, 16 h | inhibition, % at 10 µM | 98,000 tested, 5% active
PTPN22 inh 2 – LYP (human) phosphatase inhibition | inhibition, % at 2 µM | AID 640 | recombinant LYP catalytic domain, DiFMUP fluorescence | 96,000 tested, 0.21% active;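 active = inhibition at 2 µM at or above a set limit, the screen mean plus 3 SD, cut at about 24% in these data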;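 also: 0% = DMSO with enzyme and 100% = enzyme fully blocked by orthovanadate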
HIV Rev-RRE inh – disrupts HIV-1 Rev binding to RRE RNA | P05866 | Rev peptide-RRE RNA binding, FRET | inhibition, % at 8 µM | 97,000 tested, 0.79% active | AID 704;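 active = inhibition above the screen-wide mean plus 3 SD, cut at about 35% in these data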;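 also: 0% = median DMSO wells and 100% = median Neomycin B control wells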
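Test system – labelled RRE RNA duplex and labelled Rev peptide · Signal – fluorescein-to-Cy5 FRET, 480 nm excitation · Evaluation – % inhibition of FRET ratio versus controls · Benchmarks – DMSO low control, neomycin B high control · Incubation – 5 min RNA-compound premix plus 15 min binding step, 25 °C · Medium – HEPES pH 7.5 salt buffer with EDTA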
S1P2 blocker – antagonists of human S1P2 receptor. inhibition, % at 5 µM. 97,000 tested, 0.21% active. O95136. cell-based S1P2 antagonist assay, inhibition at 5 uM; in the data active = inhibition above about 45%;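 also: CRE beta-lactamase reporter cells expressing human S1P2 stimulated with S1P; 0% = agonist at EC80 alone and 100% = agonist plus reference antagonist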
PTPN22 act – LYP (human) phosphatase activation. Q9Y2R2. recombinant LYP, DiFMUP fluorescence; 0 = plate median, 100 = signal doubled. activation, % at 2 µM. 96,000 tested, 0.11% active. AID 697;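 active = activation at 2 µM above a set limit, the mean plus 5 SD, cut at about 37% in these data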
PostGolgi yeast – growth inhibition of a yeast mutant, post-Golgi transport screen; post-Golgi transport phenotypic cell assay; inhibition, % at 10 µM; 98,000 tested, 0.9% active;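 also: yeast cells grown in 1536-well plates; yeast grown about 18 h at 30C before absorbance read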
FAK inh – blocks human focal adhesion kinase activity | biochemical FAK kinase activity assay | inhibition, %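 (tested at 7 µM)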 | Q05397 | 97,000 tested, 0.84% active; in the data active = inhibition above about 19%;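 also: 0% = DMSO and 100% = reference compound high control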
Target sequence (Q05397 whole entry, looked up): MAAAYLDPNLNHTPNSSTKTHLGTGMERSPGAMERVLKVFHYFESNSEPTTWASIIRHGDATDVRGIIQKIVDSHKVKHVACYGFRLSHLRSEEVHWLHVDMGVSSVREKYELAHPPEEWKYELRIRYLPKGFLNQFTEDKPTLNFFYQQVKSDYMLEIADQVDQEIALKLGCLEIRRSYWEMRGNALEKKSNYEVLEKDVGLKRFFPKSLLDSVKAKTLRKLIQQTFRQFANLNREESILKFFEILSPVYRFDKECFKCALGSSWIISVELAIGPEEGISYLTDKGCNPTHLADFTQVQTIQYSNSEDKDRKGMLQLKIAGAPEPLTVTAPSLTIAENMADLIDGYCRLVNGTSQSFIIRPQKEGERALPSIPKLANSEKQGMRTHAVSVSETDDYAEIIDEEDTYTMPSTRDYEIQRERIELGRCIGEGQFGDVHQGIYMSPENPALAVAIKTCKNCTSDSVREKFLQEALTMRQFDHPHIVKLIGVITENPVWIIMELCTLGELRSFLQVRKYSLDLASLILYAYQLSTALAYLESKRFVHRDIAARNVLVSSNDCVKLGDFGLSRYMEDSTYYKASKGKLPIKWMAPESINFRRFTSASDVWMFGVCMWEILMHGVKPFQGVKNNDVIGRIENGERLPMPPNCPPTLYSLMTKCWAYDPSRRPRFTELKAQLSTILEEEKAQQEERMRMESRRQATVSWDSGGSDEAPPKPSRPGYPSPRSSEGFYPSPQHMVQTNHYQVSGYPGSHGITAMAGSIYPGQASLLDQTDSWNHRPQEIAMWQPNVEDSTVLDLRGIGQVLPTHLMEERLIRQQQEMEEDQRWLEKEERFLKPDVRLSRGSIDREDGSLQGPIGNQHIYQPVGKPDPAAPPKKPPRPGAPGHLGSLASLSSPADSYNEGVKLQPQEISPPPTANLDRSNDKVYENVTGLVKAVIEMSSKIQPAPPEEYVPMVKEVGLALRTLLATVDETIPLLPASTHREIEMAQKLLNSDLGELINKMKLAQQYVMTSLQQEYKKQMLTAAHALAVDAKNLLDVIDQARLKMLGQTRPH
EphB4 antag – blocks human EphB4 binding to ephrin-B2; EphB4 LBD / TNYL-RAW-Alexa532 peptide, fluorescence polarization; inhibition, % at 7 µM; 97,000 tested, 0.15% active;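 active = inhibition above the screen-wide mean inhibition plus 3 SD, cut at about 15% in these data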;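 also: 0% = DMSO wells and 100% = excess unlabeled TNYL-RAW peptide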
S1P2 ag – S1P2 (human) receptor agonism | O95136 | S1P2-expressing cell line, agonist reporter read-out | activation, % at 4.5 µM | 97,000 tested, 0.46% active | AID 729; in the data active = activation above about 16%;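 also: 0% = vehicle low control and 100% = maximal reference agonist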
The depositor's hits bear a star; . = not tested or not shown. Rule as the data show it, unless noted: active = inhibition above about 30%; inactive = the rest.

mol	PostGolgi ctrl	PTPN22 inh 2	HIV Rev-RRE inh	S1P2 blocker	PTPN22 act	PostGolgi yeast	FAK inh	EphB4 antag	S1P2 ag
CC1C=CC(C)C(C(=O)O)C1C(=O)O (stereo not drawn)	12	9	14	-13	-5	9	0	-7	-7
CN1C(=O)CC(C(=O)O)SC1=Nc1cc(Cl)c(O)c(Cl)c1 (stereo not drawn)	-6	-1	6	-19	1	8	-1	-1	-1
CCCc1cc(C(N)=O)c(NC(=O)c2cc(C)on2)s1	49*	3	17	5	-6	9	7	2	-2
O=S(=O)(NCCc1csc(-c2ccc(C(F)(F)F)cc2)n1)c1ccc2c(c1)OCCO2	19	-3	9	16	0	-2	-4	-1	-5
Cc1ccccc1Nc1nnc(C)c(=O)[nH]1	-2	8	7	-7	-8	3	-1	-6	-5
Cc1ccc(-n2c(Cn3nc(C(F)(F)F)cc3C)n[nH]c2=S)cc1	-3	12	4	-8	-10	-9	-1	-3	-4
COc1ccc(C(=O)CSc2nnc(-c3cccnc3)n2Cc2ccco2)cc1	5	-3	7	8	1	2	2	0	-7
O=C(Nc1ccc2c(c1)OCCO2)c1ccc(Br)o1	4	2	-6	1	-4	-6	2	-3	-4
CCOc1ccc(-c2cn(S(=O)(=O)c3cccc4nsnc34)nc2N)cc1	54*	-2	7	-8	1	47*	5	0	-3
CCN1C(=O)CC(N2CCOCC2)C1=O (stereo not drawn)	2	0	11	19	2	17	1	-5	-3
Oc1c(Br)cc2oc3c(c2c1CNCc1ccccc1)CCCC3	8	6	10	2	-8	-13	-2	9	-4
CC(=O)OC(C#CCN1CCOCC1)c1ccccc1 (stereo not drawn)	-4	2	7	-7	0	-5	-3	-4	-2
CN1CCN(C(=O)C(Cc2ccccc2)NS(=O)(=O)c2ccc3c(c2)CCC(=O)N3)CC1 (stereo not drawn)	17	-2	2	7	2	4	-1	-5	-6
CCN(CC)S(=O)(=O)c1ccc(N2CCOCC2)c(C(=O)O)c1	4	-4	7	0	7	11	0	-4	-2
CC(C)CC1NC(=O)N(CC(=O)N2CCN(S(=O)(=O)c3ccccc3)CC2)C1=O (stereo not drawn)	2	2	-1	11	2	-1	-2	0	-5
CCn1c(=S)ccc2ccc(OC)cc21	-6	-8	2	-17	0	12	1	-7	0
c1ccc(Nc2nc(-c3cccnc3)cs2)nc1	4	1	0	-6	-3	-1	8	-7	-6
Cc1ccc(S(=O)(=O)N(C)CC(=O)Nc2ccncc2)cc1	6	7	1	17	-4	-4	-1	4	-3
COC(=O)c1cc2occc2n1CC(=O)Nc1cc(OC)cc(OC)c1	-1	3	8	6	-7	5	3	11	-9
CN(C)S(=O)(=O)c1ccc(Oc2ccc(S(=O)(=O)N(C)C)cc2)cc1	28	7	5	12	-11	-3	3	-40	-1
Cc1cc(C)n(C(=O)CNc2ccc(C)c(C)c2)n1	.	14	-5	-14	-14	.	0	-9	-5
CC(C)CN(C(=O)CSc1nncs1)c1c(N)n(CC(C)C)c(=O)[nH]c1=O	0	3	-5	-2	-4	-1	1	1	-3
CCOc1ccccc1NC(=O)Cc1coc2cc(C)ccc12	10	-8	21	-5	8	9	2	2	-3
CCOC(=O)C(C)Sc1nc2ccccc2c(=O)n1CC1CCCCC1 (stereo not drawn)	5	7	11	-23	-5	4	-3	9	2
COc1ccc(/C=N/n2c(C)nnc2C)c(OC)c1OC	18	-16	1	8	13	-2	1	1	0
CCC(C)(C)n1nnnc1C(c1ccc(OC)c(OC)c1)N1CCN(c2ccc(F)cc2)CC1 (stereo not drawn)	2	-6	2	8	1	-1	-5	-2	-4
Cc1ccc(CC2CC(=O)N(CC(=O)O)C2=O)cc1 (stereo not drawn)	.	-25	8	-5	21	.	0	8	-4
COc1ccccc1-c1noc(-c2ccco2)n1	6	0	2	4	0	2	-2	-2	-4
CCOCC(=O)Nc1nc2ccc(OC)cc2s1	-13	2	2	-6	0	-5	2	-1	-5
CCn1c(SCC(=O)NCc2ccc3c(c2)OCO3)nnc1-c1c[nH]c2ccccc12	.	2	3	13	-6	.	1	5	-4

(more compounds)
mol	PostGolgi ctrl	PTPN22 inh 2	HIV Rev-RRE inh	S1P2 blocker	PTPN22 act	PostGolgi yeast	FAK inh	EphB4 antag	S1P2 ag
Cc1c(NC(=S)N/N=C/c2cccc(O)c2)c(=O)n(-c2ccccc2)n1C	2	0	2	-3	3	2	4	1	-4
CCN(CC)S(=O)(=O)c1cccc(S(=O)(=O)N2CCCCC2)c1	0	-5	7	2	2	10	-3	1	0
COc1cc(/C=C/c2c([N+](=O)[O-])c(=O)n(C)c(=O)n2C)cc(OC)c1OC	5	15	7	-19	-14	0	-2	3	2
O=C(COC(=O)Cc1ccc(S(=O)(=O)N2CCOCC2)s1)NCCc1ccccc1	-11	1	9	15	-2	-9	0	3	-4
COC(=O)c1cc(NCc2ccc3c(c2)OCO3)ccc1N1CCOCC1	7	5	2	8	-8	-8	-1	2	-10
CCOC(=O)C1Cc2c([nH]c3ccccc23)C(C)N1 (stereo not drawn)	22	6	8	-85	-4	0	-2	3	-6
C=CCc1c(C)nc(SCc2nc3ccccc3c(=O)[nH]2)[nH]c1=O	5	-1	4	12	0	-3	-1	4	-1
Cc1cc2c(c(=O)o1)C(C13C=CC(CC1)C3)C(C#N)=C(N)O2 (stereo not drawn)	-2	-7	3	2	5	-1	-1	-7	-1
CCNc1nc2c(c(=O)[nH]c(=O)n2C)n1CC(C)C	4	9	10	15	-12	-1	3	0	0
O=S(=O)(c1cccc(-c2nnco2)c1)N1CCCC1	4	2	7	-2	2	10	-10	-3	-9
CCN(CC)S(=O)(=O)c1ccc2c3c(cccc13)C(=O)S2	9	1	6	7	-4	-2	36*	3	-3
Cc1nc(N)c(C#N)c(-c2ccccc2)c1C	31*	-2	5	-12	6	-1	4	5	-2
C=CCOc1c(CNn2nnnc2N)cccc1OC	.	-19	3	-15	18	.	-1	-8	0
COc1ccc2[nH]cc(C(O)CN3CCC(C(N)=O)CC3)c2c1 (stereo not drawn)	18	4	7	16	-1	-2	0	-7	-5
CC(C)CC(C(=O)NC(=O)NCc1ccccc1)N1C(=O)c2ccccc2C1=O (stereo not drawn)	14	-3	8	-2	5	7	2	2	-13
O=C(COc1ccc(Cl)cc1)Nc1ncccn1	3	16	1	-15	-14	1	1	-8	-2
CC1CC(C)CN(c2ncnc3c2cnn3Cc2ccc(Cl)cc2)C1 (stereo not drawn)	51*	5	11	-8	-5	4	3	-1	-1
Cc1ccccc1NC(=O)C1CCN(c2cc(-c3ccccc3)nc3ncnn23)CC1	.	4	2	-12	-4	.	1	2	0
CCn1nnc(-c2ccccc2NC(=O)c2ccc(-n3cnnn3)cc2)n1	-4	12	13	-5	-10	10	4	9	2
Cc1onc(-c2ccccc2)c1C(=O)Nc1c(C)n(C)n(-c2ccccc2)c1=O	14	13	5	15	-13	-9	-7	4	-3
Cc1c(Cl)cccc1Nc1nc(N)nc(CN2CCCCCC2)n1	-5	-18	-13	-6	20	23	-1	-5	-3
COCCNC(=O)C(c1ccncc1)N(C(=O)Cn1nnc2ccccc21)c1ccc(OC)cc1 (stereo not drawn)	19	7	-6	8	-5	0	-3	-4	-3
COc1ccc(-n2ccnc2SCC(=O)Nc2ccc(OC)cc2OC)cc1	10	2	8	0	-5	5	1	-4	-2
COC(=O)c1cccc(NC(=O)CN2CCOCC2)c1	5	-5	5	1	4	0	-3	7	-6
C/C(=N\Nc1nc(C)cc(-c2ccccc2)n1)c1ccc(C)o1	6	4	9	3	-2	-4	2	8	0
COc1ccc(NC(=O)c2ccc(NS(=O)(=O)c3c(C)noc3C)cc2)cc1OC	-4	-4	0	-11	2	2	-1	-1	-3
CCOc1ccc(C(=O)Cc2ccc3oc(C(=O)O)cc3c2)c(O)c1	-9	-3	-5	-22	0	0	-2	-5	-2
Nc1ccc(CCS(N)(=O)=O)cc1	5	3	8	14	-4	1	1	0	-3
CCN(CC)CCn1cnc2c([nH]c3cccc(OC)c32)c1=O	4	-7	0	-3	4	0	0	4	-1
COc1cccc(N2CCN(c3ccc(S(=O)(=O)N4CCCC4)cc3)CC2)c1	1	-6	-1	10	6	1	-3	-6	1

The list continues:
mol	PostGolgi ctrl	PTPN22 inh 2	HIV Rev-RRE inh	S1P2 blocker	PTPN22 act	PostGolgi yeast	FAK inh	EphB4 antag	S1P2 ag
COc1ccc(C2CC(=O)N3CN(c4ccc(C)c(Cl)c4)CSC3=C2C#N)cc1OC (stereo not drawn)	11	-9	-4	6	5	-5	-1	-10	-4
CCc1ccc(-n2c(=O)c3c(C)c(C(=O)N(C)C)sc3n(CC(=O)NCc3ccco3)c2=O)cc1	5	-14	2	-9	17	4	-4	5	-5
CCOC(=O)C1=C(C)S/C(=C\N(C)C)C1=O	-7	1	6	16	-5	13	0	-2	-8
O=C(CSCc1cccc(CSCC(=O)Nc2ccc3ccccc3c2)n1)Nc1ccc2ccccc2c1	7	-2	8	10	3	-2	8	5	0
O=C(O)CN1CCN(Cc2ccccc2Cl)C1=O	.	-4	7	21	1	.	5	5	-7
Cc1cc(C)c2c3c(cn2n1)c(=O)n(C)c(=O)n3C	.	15	7	-14	-15	.	1	5	-3
O=C(O)C1(NS(=O)(=O)c2ccc(F)c(Cl)c2)CCCCC1	2	-2	13	6	2	-3	2	2	-7
Cc1ccccc1-n1c(=O)c(C#N)cc2c(=O)n3ccccc3nc21	5	-6	17	-104	5	11	1	-1	63*
Cc1nnc2sc(-c3ccco3)nn12	21	-5	3	-28	4	-5	0	12	-1
Cc1ccc(Cl)cc1N1CCN(C(=O)CN2C(=O)c3cccc4cccc2c34)CC1	21	8	-10	-2	-12	-3	-1	2	-5
CC(C)c1cc(C(F)(F)F)n2nc(C(=O)Nc3ccc4c(c3)OCO4)cc2n1	14	-6	2	1	5	9	6	7	-2
Cn1c(=O)n(-c2ccccc2)c(=O)c2c3c(sc21)COC(C)(C)C3	17	9	-4	14	-9	-2	3	7	-4
CCCCCCC(=O)N(O)C1CC(=O)N(Cc2ccccc2)C1=O (stereo not drawn)	6	-3	2	31	1	19	-8	-2	-8
CC(C)CNC(=O)c1cccc(Cn2cc(Cl)cn2)c1	7	2	0	9	-4	3	-3	-2	-8
COc1cc(C(=O)NCc2ccco2)c(Br)c(OC)c1OC	7	-3	12	24	1	-5	-2	7	-3
CCCN(N=Nc1cccc([N+](=O)[O-])c1)c1cccc([N+](=O)[O-])c1	10	-1	11	-6	1	-10	-1	-1	0
Cc1cc(Nc2ccccc2)c2c([N+](=O)[O-])cc(C)c(C)c2n1	-15	11	13	-45	-6	5	2	-2	13
O=C(CN1CCCCC1)Nc1cccc([N+](=O)[O-])c1	0	8	10	16	-5	-1	-4	2	-8
COc1cc(CNCc2cccs2)ccc1OCc1ccccc1	0	-2	5	5	5	3	0	2	-7
O=C(CNCC1CCCCC1)Nc1ccccc1N1CCCCC1	18	10	11	5	-8	2	5	3	-4
Cc1ccc(-c2noc(CCCc3ccccc3)n2)cc1	-7	5	21	12	-8	-11	6	14	-7

Part of the list above, with each value named:
COc1ccc(/C=N/n2c(C)nnc2C)c(OC)c1OC
  PostGolgi ctrl = 18
  PTPN22 inh 2 = -16
  HIV Rev-RRE inh = 1
  S1P2 blocker = 8
  PTPN22 act = 13
  PostGolgi yeast = -2
  FAK inh = 1
  EphB4 antag = 1
  S1P2 ag = 0

CCC(C)(C)n1nnnc1C(c1ccc(OC)c(OC)c1)N1CCN(c2ccc(F)cc2)CC1 (stereo not drawn)
  PostGolgi ctrl = 2
  PTPN22 inh 2 = -6
  HIV Rev-RRE inh = 2
  S1P2 blocker = 8
  PTPN22 act = 1
  PostGolgi yeast = -1
  FAK inh = -5
  EphB4 antag = -2
  S1P2 ag = -4

Cc1ccc(CC2CC(=O)N(CC(=O)O)C2=O)cc1 (stereo not drawn)
  PostGolgi ctrl = .
  PTPN22 inh 2 = -25
  HIV Rev-RRE inh = 8
  S1P2 blocker = -5
  PTPN22 act = 21
  PostGolgi yeast = .
  FAK inh = 0
  EphB4 antag = 8
  S1P2 ag = -4
